Assay outcomes as filed in PubChem BioAssay.
Nrf2 inh = Nrf2 pathway inhibition; A549 ARE-Fluc reporter, luciferase luminescence, 18-24 h; Potency, µM (titrated, usually from 46 µM), without a hit: at the highest dose activity change, negative = inhibition, actives largely listed as inhibitors; actives 2.1% (n = 360,000); AID 504444; also: potency is read from the fitted curve at half-maximal effect; % is scaled to controls: 0 for no effect and ±100 for the full control effect; nearly all actives have a fitted effect of over 60% in size
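Reporter: ARE-Fluc in A549. Exposure: 18-24 h, 37 °C, 5% CO2, 5% FBS OPTI-MEM. Readouts: fluorescent cytotoxicity (CellTiter-Fluor), then luminescent Nrf2 signal after BugLite.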
HepG2 tox = counter-screen for TGF-b inhibitors: cytotoxicity in HepG2 cells; actives 0.76% (n = 410,000); Potency, µM (highest dose often 46.1 µM), without a hit: at the highest dose activity change, negative = cytotoxicity, hits mostly cytotoxic; HepG2 CAGA-GFP viability, ATP luminescence, 18 h; AID 588856; also: potency is read from the fitted curve at half-maximal effect; some results filed as inactive show a strong effect at the top dose
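CellTiter-Glo luminescence gave cytotoxicity after 18 hours at 37 degrees C. The cells were HepG2 CAGA-GFP in 1% FBS DMEM, stimulated with 500 pg/mL TGF-beta after compound addition. %Activity was normalised to no-cell wells (complete cell-killing) and DMSO (no toxicity), and curves were fitted and classified.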
A549 viability = A549 cytotoxicity, counter-screen for Nrf2 inhibitors. A549 ARE-Fluc cells, CellTiter-Fluor viability, 18-24 h. Potency, µM (series often up to 46 µM), for the others: at the top dose activity change, negative = cytotoxicity, most hits filed as inhibitors. actives 0.16% (n = 390,000). AID 504648; also: potency is read from the fitted curve at half-maximal effect; % is scaled to controls: 0 for no effect and ±100 for the full control effect
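A549 ARE_Fluc cells in 5% FBS OPTI-MEM were exposed to compounds in concentration-response for 18-24 h at 37 deg C. Viability was read by CellTiter-Fluor fluorescence (Ex 405/Em 525) after 30 min, before the luciferase read.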
Akt phos inh = Akt phosphorylation inhibition | Neuro2A IGF-stimulated pAkt S473 HTRF, 20 min; stronger effect = lower value | activity change, % for hits at 50 µM | actives 0.32% (n = 360,000); in the data active = activity change below about -80%; inconclusive = mostly about -51% to -80%; also: % is scaled to controls: 0 for no effect and ±100 for the full control effect
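Neuro2A cells in DMEM with 0.5% FBS, overnight at 37 deg C, given compound at single 50 µM final, then IGF (6 nM final) for 20 min at 37 deg C. Lysed; phospho-Akt Ser473 by HTRF after 24 h, 665/615 ratio.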
TGFb inhibitor = TGF-b pathway inhibition | AID 588855 | actives 1.2% (n = 410,000) | Potency, µM (series often up to 46.1 µM), inactives show at the top dose activity, negative = inhibition, usual class: inhibitors | HepG2 CAGA-GFP TGF-b/SMAD3 reporter, GFP fluorescence, 18 h; TGF-beta stimulated, 500 pg/mL final; also: potency is read from the fitted curve at half-maximal effect; % is scaled to controls: 0 for no effect and ±100 for the full control effect; nearly all actives have a fitted effect of over 65% in size
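TGF-beta reporter screen: HEPG2 CAGA-GFP, 1% FBS, 500 pg/mL TGF-beta final, 18 h; per-cell GFP summed per well; curves fitted and categorized by class.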
Nrf2 activator = activates Nrf2 signaling; AID 624171; Potency, µM (series often up to 46.1 µM), for the others: at the highest dose activation, actives largely listed as activators; AREc32 ARE-luciferase reporter (MCF7-derived line), luminescence, 24 h; actives 0.31% (n = 410,000); also: potency is read from the fitted curve at half-maximal effect; % of control where 0% means no effect; nearly all actives have a fitted effect of over 65% in size
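ARE-driven firefly luciferase activity in AREc32 cells measured after a 24 hr compound exposure at 37 deg C, using Steady-Glo reagent and a 30 min room-temperature hold.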
S2 tox = viability counter-screen for ATXN expression inhibitors; S2 cells (HEK-293 line with an ATXN2-luciferase reporter) viability, CellTiter-Fluor protease fluorescence, 24 h; Potency, µM (series often up to 56.7 µM), usual class: cytotoxic; actives 0.49% (n = 400,000); also: potency is read from the fitted curve at half-maximal effect; nearly all actives have a fitted effect of over 40% in size
CCT modulator = cytosolic chaperonin activity modulation; actives 0.3% (n = 360,000); AID 651819; purified chaperonin ATPase assay, HTRF ADP detection, 30 min; activity change, % (no concentration beside the values), hits read low; in the data active = activity change below about -30%; also: % is scaled to controls: 0 for no effect and ±100 for the full control effect
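TRiC at 40 or 20 nM final (batch-dependent) in 30 mM Tris pH 7.4, 100 mM KCl, 5 mM MgCl2, 1 mM DTT, with compound at single 76 uM and 10 uM ATP, 30 min at 37 deg C. ADP detected by HTRF Transcreener, 665/615 ratio.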
MmCpn inh = inhibitors of Methanococcus maripaludis chaperonin (MmCpn). purified Mm-Cpn ATPase, ADP Transcreener TR-FRET. Potency, µM (doses to about 76.9 µM), inactives show top-dose activity, negative = inhibition, hits mostly inhibitors. actives 0.031% (n = 330,000); also: potency is read from the fitted curve at half-maximal effect; % is scaled to controls: 0 for no effect and ±100 for the full control effect; nearly all actives have a fitted effect of over 80% in size
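Quantitative HTS used 25 nM Mm-CPN and 10 uM ATP in magnesium/KCl Tris buffer, pH 7.4, with 1 mM DTT. Hydrolysis ran 30 min at 37°C; ADP was read by HTRF.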
The depositor's hits bear a star; i = inactive; u = inconclusive; x = not tested or not shown; & = joins results of further samples; [ ] = another dose, or the depositor's remark. Unless noted, calls follow the shape of the dose curve; as a rule, active = well fitted curve in the direction sought with a large enough effect; inconclusive = small, poorly fitted or top-dose-only effect, or another doubt; inactive = no such curve, though single readings can be large; an effect the other way counts as inactive or inconclusive.

No.	Structure	Nrf2 inh	HepG2 tox	A549 viability	Akt phos inh	TGFb inhibitor	Nrf2 activator	S2 tox	CCT modulator	MmCpn inh
1	Cc1c(C(=O)Nc2ccc(S(=O)(=O)Nc3ncccn3)cc2)oc2ccc(F)cc12	-12%	-46%	-5%	i	0%	2.0%	i	-1.7	-1%
2	COc1cccc(OC)c1C(=O)Nn1c(-c2cccs2)nc2ccccc2c1=O	6%	-3%	-11%	i	7%	-1.6%	i	-2.5	0%
3	Cc1c(Cl)cccc1NC(CC(=O)c1ccccc1)C(=O)OCC(=O)c1cccs1 (stereo unspecified)	4%	1%	3%	i	19%	5.6%	i	-4.1	-1%
4	CCn1c2ccccc2c2cc(NC(=O)C(C)Oc3ccc(OC)cc3)ccc21 (stereo unspecified)	-24%	-13%	-1%	x	21%	0.1%	i	1.8	-2%
5	CC12CN3CC(C)(CN(C1)C3c1ccc3c(c1)OCO3)C2O (stereo unspecified)	-14%	-3%	-2%	i	3%	-0.6%	i	-1.2	1%
6	COc1ccc(C(c2nnnn2C2CCCC2)N2CCN(C3CCCC3)CC2)cc1OC (stereo unspecified)	x	7%	-3%	i	-3%	-0.4%	i	-5.0	-3%
7	Cc1ccc(NC(=O)CSc2nc3c(c(=O)[nH]2)CCC3)cc1C	u	0%	2%	i	18%	0.5%	i	-5.8	2%
8	COc1ccc(S(=O)(=O)n2cnc3ccccc32)c(C)c1	u	-27%	1%	i	-27%	1.1%	u	-1.2	1%
9	CCCn1c(SCC(=O)Nc2cccc(C)n2)nnc1-c1ccco1	-2%	-2%	-1%	i	-2%	-0.5%	i	-6.7	1%
10	COc1ccc2nc(NC3=NCCC3)sc2c1	u	0%	4%	i	-7%	0.2%	i	-11	2%
11	CC(C)(C)NC(=O)COC(=O)c1c2c(nc3ccccc13)CCC2	-11%	2%	-11%	i	-11%	0.0%	u	-1.7	-2%
12	CN(C(=O)COC(=O)c1cncc(Br)c1)C1CCS(=O)(=O)C1 (stereo unspecified)	12%	0%	-2%	i	-9%	-0.5%	i	0.3	0%
13	COc1ccc2c(c1)c1c(c(=O)n(Cc3ccccc3)c(=O)n1Cc1ccc(C)cc1)n2C	24%	-2%	6%	x	-18%	0.1%	i	x	x
14	COc1cc(C(=O)N/N=C(\C)c2ccccn2)cc(OC)c1OC	5%	-2%	u	i	1.3µM*	-0.5%	i	1.0	-2%
15	COc1ccc2c(c1)O/C(=C\c1ccco1)C2=O	4%	-17%	-1%	i	-12%	u	i	-1.8	1%
16	Cc1cc(C)cc(C(=O)NCCCc2ccccc2)c1	5%	7%	0%	i	10%	-0.9%[9.22 µM]	i	-0.4	-4%
17	COc1ccc(-c2cc(CNc3nc(NC(C)C)nc4cc(-c5ccccc5)sc34)on2)cc1	x	-97%	x	i	u	-2.9%	u	0.2	x
18	O=C(COc1ccc(/C=N/NC(=O)c2ccccc2Br)cc1)Nc1ccccc1	-7%	-27%	-4%	i	-18%	-0.9%	i	-0.2	0%
19	N/C(Cc1ccc(Cl)cc1)=N\OC(=O)c1ccccc1	-3%	-62%	-8%	i	0%	6.6%	i	1.1	0%
20	CC(C)CCN1C(=O)c2ccc(C(=O)Nc3ccccn3)cc2C1=O	-9%	0%	u	i	-6%	3.8%	i	0.4	2%

Pulled by structure from above (2):
No.	Structure	Nrf2 inh	HepG2 tox	A549 viability	Akt phos inh	TGFb inhibitor	Nrf2 activator	S2 tox	CCT modulator	MmCpn inh
10	COc1ccc2nc(NC3=NCCC3)sc2c1	u	0%	4%	i	-7%	0.2%	i	-11	2%
6	COc1ccc(C(c2nnnn2C2CCCC2)N2CCN(C3CCCC3)CC2)cc1OC (stereo unspecified)	x	7%	-3%	i	-3%	-0.4%	i	-5.0	-3%

Carrying on:
No.	Structure	Nrf2 inh	HepG2 tox	A549 viability	Akt phos inh	TGFb inhibitor	Nrf2 activator	S2 tox	CCT modulator	MmCpn inh
21	COC(=O)c1cnn(-c2ccc(F)cc2F)c1/C=N/NC(=S)NC(C)(C)C	-7%	-25%	6%	i	-1%	2.7%	i	1.2	1%
22	COc1ccccc1NC(=O)CN(C)S(=O)(=O)c1cccc2cccnc12	u	2%&-11%	-4%&-1%	i	7%&-18%	-0.9%&4.5%	i	-1.7	1%
23	CCCN(Cc1cc2ccc(C)cc2[nH]c1=O)C(=O)c1ccccn1	x	0%	29%	i	9%	0.1%	i	-12	2%
24	Cc1cccc2sc(NC(=O)C3CCN(S(=O)(=O)c4cc([N+](=O)[O-])ccc4Cl)CC3)nc12	12µM*	-16%	u	i	-20%	9.2%	i	0.9	1%
25	Cc1ccc(C(=O)NCc2ccncc2)cc1S(=O)(=O)N1CCOCC1	-21%	4%	0%	i	0%	-0.3%	i	-0.4	2%
26	Cn1cnc(S(=O)(=O)NCc2ccc(Br)cc2)c1	11%	3%	1%	i	-3%	-0.6%	i	0.5	0%
27	CC(=O)Oc1ccc2oc(C)c(C(=O)N3CCOCC3)c2c1	-6%	-18%	-7%	i	3%	-0.4%	i	0.0	2%
28	COc1cc(NC(=O)c2cc(S(=O)(=O)N3CCCCC3)ccc2N2CCOCC2)cc(OC)c1OC	1%	2%	4%	i	4%	0.2%	i	-0.5	x
29	CC12CCC(C(=O)N(CC3CO3)C1=O)C2(C)C (stereo unspecified)	16%	0%	4%	i	-3%	-0.9%	x	-0.2	-6%
30	O=C(Nc1ccccc1OC(F)(F)F)c1ccc([N+](=O)[O-])cc1	27%	-12%	7%	i	-13%	0.3%	i	-1.8	-2%
31	CCOc1ccc(NC(=O)CN(C)C(=O)C2CC(=O)N(Cc3ccco3)C2)cc1OCC (stereo unspecified)	7%	-5%	-1%	i	14%	4.2%	i	0.1	-1%
32	COc1ccc(Cl)cc1S(=O)(=O)N1CCC(C(=O)NCc2ccco2)CC1	-9%	-4%	-1%	i	2%	-0.2%	i	-2.7	0%
33	Nc1nonc1-c1noc(-c2ccccc2Br)n1	u	-2%	x	i	-5%	u	i	-1.2	-1%
34	CCOC(=O)c1cc2c(c(-c3cccc(C#Cc4ccc(OC)c(OC)c4)c3)n1)[C@@H](CCO)N(S(=O)C(C)(C)C)C2 (stereo partly specified)	x	-16%	x	i	u	9.3%	i	-2.4	x
35	CCC(C(=O)OCC(=O)c1c(N)n(CC(C)C)c(=O)n(C)c1=O)c1ccccc1 (stereo unspecified)	23µM*	-23%	-16%	i	-24%	-0.5%	i	0.7	-3%
36	Cc1ccc(NC(=O)NCc2ccccn2)c(C)c1	4%	-3%	-3%	i	-4%	-0.1%	i	-0.4	1%
37	COc1ccc2cc(C(=O)C3CCCN(C(=O)c4sc(C)nc4C)C3)ccc2c1 (stereo unspecified)	-12%	-23%	2%	i	-7%	4.6%	i	-3.4	-7%
38	O=C(COC(=O)COc1ccccc1[N+](=O)[O-])Nc1cccc(Br)c1	6%	-4%	-4%	i	-6%	0.4%	u	-4.1	0%
39	O=C1NC(=S)CN1c1ccccc1	17%	-40%	11%	i	u	-0.2%	u	-2.2	u
40	CN1CCN(C(=O)CCC(=O)O)CC1	12%	2%	-2%	i	-32%	-0.6%	i	-3.2	-1%
41	Cc1c(C(=O)O)sc(S(=O)(=O)N2CCN(C(=O)Cc3ccc(F)cc3)CC2)c1C(=O)O	2%	-27%	8%	i	u	0.2%	i	0.8	-2%
42	CCC(C)N1CCN(S(=O)(=O)c2ccc(NC(C)=O)cc2)CC1 (stereo unspecified)	9%	-3%	-8%	i	10%	-0.9%	i	0.5	-2%
43	Cc1nc(C)c(C(=O)C2=C(O)C(=O)N(CCCn3ccnc3)C2c2ccccc2)s1 (stereo unspecified)	6%	5%	-2%	i	11%	-0.1%	i	1.8	1%
44	CSc1nc2sc3c(c2c(=O)n1-c1ccc(F)c(Cl)c1)CCN(C(C)=O)C3	4%[9.27 µM]	-1%	0%	x	5%	0.6%	i	x	x
45	O=c1[nH]cc(S(=O)(=O)N2CCN(c3cccc(Cl)c3)CC2)c(=O)[nH]1	-10%	-13%	0%	i	1%	-0.2%	i	-1.7	1%
46	COc1nc(NCCN2CCOCC2)nc(Nc2ccccc2)n1	u	5%	4%	i	3%	4.9%	i	0.0	0%
47	Cc1ccc(S(C)(=O)=O)cc1C(=O)NC(C)C1CC2CCC1C2 (stereo unspecified)	-12%	3%	-3%	i	7%	-0.6%	i	-0.2	1%
48	COc1ccc(-c2csc(NC(CO)c3nc4ccccc4n3Cc3ccc(C)cc3)n2)cc1 (stereo unspecified)	5%	-30%	-13%	i	u	0.0%	u	-2.2	x
49	CN(C(=O)c1ccco1)c1ccccc1C(=O)O	-3%	-23%	3%	i	-19%	1.0%	i	-1.1	0%
50	CC(C)C(c1nnnn1C(C)(C)C)N1CCC(Cc2ccccc2)CC1 (stereo unspecified)	-24%	2%	3%	i	-32%	0.2%	u	-4.2	-2%
51	COc1ccc(C(=O)CC(C#N)c2ccc3c(c2)OCO3)cc1OC (stereo unspecified)	x	-5%	x	i	1%	-0.2%	i	-1.2	x
52	O=C(CNC(=O)c1ccccc1F)OCc1csc(-c2ccccc2)n1	17%	6%	-6%	i	-1%	14%	i	1.9	-2%
53	Cc1cc(=O)n2[nH]c(N)c(N=Nc3ccccc3)c2n1	-24%	-2%	-26%	i	-20%	29%	u	-0.8	-6%
